p53 reactivator – mutant p53 re-activation in reporter cells. Potency, µM (series often up to 92.2 µM), for inactives: at the highest dose activity change, positive = activation, most hits filed as activators. 0.063% of 320,000 active. H1299 p53-A138V BP100-luciferase reporter, luminescence, 24 h. AID 504706; also: potency is read from the fitted curve at half-maximal effect; % of control where 0% means no effect; nearly all actives have a fitted effect of over 45% in size
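H1299 (p53-null), stable ts p53-A138V + BP100-Luc; 1000 cells/well, Opti-MEM/10% FBS; cpd 4 pt, 1:5; 24 h, 37 deg C, 5% CO2; detection reagent 10 min RT; luminescence.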
ELG1 DNA repair – blocks ELG1-dependent DNA repair in HEK293T cells | HEK293T ELG1-luciferase reporter, luminescence, 16 h; DNA damage induced by 5-fluorouridine | 2.3% of 330,000 active | AID 504467 | Potency, µM (doses to about 46.1 µM), for inactives: at the top dose activity change, negative = inhibition, hits mostly inhibitors; also: potency is read from the fitted curve at half-maximal effect; % is scaled to controls: 0 for no effect and ±100 for the full control effect; nearly all actives have a fitted effect of over 55% in size
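In this reporter screen, reduction of luminescence relative to DMSO vehicle indicated activity. Compounds and 5-fluorouridine were added together to 2,000 cells per well, incubated for 16 hr at 37 °C, then developed with ONE-Glo.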
A-T KAP1 phos – potential ataxia-telangiectasia treatments restoring KAP-1 phosphorylation. […] A-T fibroblasts, KAP-1 phosphorylation AlphaLISA; neocarzinostatin DNA damage 30 min before lysis. Potency, µM (series often up to 57.5 µM), for the others: at the top dose activation, hits mostly activators. 0.19% of 320,000 active. AID 485349; also: potency is read from the fitted curve at half-maximal effect; % of control where 0% means no effect; nearly all actives have a fitted effect of over 45% in size
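hTERT-immortalized A-T patient fibroblasts ([…]), 500 cells/well in OPTI-MEM, 1% FBS, got compounds for 60 min, then NCS for 30 min at 37C. Lysates were then assayed for phospho-KAP-1 by AlphaLISA (anti-pKAP1 donor, anti-KAP1 acceptor beads), 6 hr at 25C.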
B2AR arrestin – agonists driving beta-arrestin recruitment to human beta2-adrenergic receptor. P07550. beta-arrestin recruitment to beta2AR, cell-based reporter. Potency, µM (doses to about 46.1 µM), for the others: top-dose activation, most hits filed as activators. 0.02% of 330,000 active. AID 492947;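 also: potency is read from the fitted curve at half-maximal effect; 0% = DMSO controls and full agonism = EC100 isoproterenol or metaproterenol; nearly all actives have a fitted effect of over 65% in size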
Target sequence (P07550 whole entry, looked up): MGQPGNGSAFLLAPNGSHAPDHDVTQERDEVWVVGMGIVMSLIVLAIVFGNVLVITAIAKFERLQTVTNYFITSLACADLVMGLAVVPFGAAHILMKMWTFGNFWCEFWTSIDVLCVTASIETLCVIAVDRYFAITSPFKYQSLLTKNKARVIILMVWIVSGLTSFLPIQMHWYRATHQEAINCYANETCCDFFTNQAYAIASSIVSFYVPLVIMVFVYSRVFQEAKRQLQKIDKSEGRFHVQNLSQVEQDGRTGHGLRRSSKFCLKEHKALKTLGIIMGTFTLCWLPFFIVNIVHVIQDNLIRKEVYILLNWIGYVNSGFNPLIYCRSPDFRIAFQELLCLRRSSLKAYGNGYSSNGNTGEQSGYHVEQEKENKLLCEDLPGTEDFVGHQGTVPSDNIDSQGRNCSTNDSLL
Integrin act MD – integrin-mediated muscular dystrophy alleviation activation. alpha7betagal myoblasts, beta-gal FDG fluorescence, 48 h. AID 624291. Potency, µM (top dose mostly 38.3 µM), without a hit: top-dose activation, most hits filed as activators. 0.064% of 350,000 active;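 also: potency is read from the fitted curve at half-maximal effect; 100% = response of the positive control SU9516; nearly all actives have a fitted effect of over 60% in size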
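Alpha7betagal+/- myoblasts (passage 13) were plated 16-24 hr, then exposed to compounds (1:260 dilution of DMSO stock) for 48 hours at 37C. After MPER lysis, β-galactosidase reporter activity was read as FDG fluorescence (ex 480/em 540) after 30 minutes.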
BRCA1 expr up – activators of BRCA1 expression. MCF7-BRCA1-FFLuc reporter, luminescence, 48 h; response scale: scaled: vehicle 0%, 10 µM genistein 100%. Potency, µM (top dose mostly 46.1 µM), for inactives: top-dose activation, usual class: activators. 1.1% of 380,000 active. AID 624202; also: potency is read from the fitted curve at half-maximal effect; nearly all actives have a fitted effect of over 80% in size; some results filed as inactive show a strong effect at the top dose
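Using MCF7 cells harboring a BRCA1 firefly luciferase reporter, plated 2 h before compound pinning, the screen measured luminescence after 48 h incubation. Responses were normalized to DMSO and 10 microM genistein, then fitted for concentration-effect.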
TRPV1 ag – activates the human vanilloid receptor TRPV1; activation, % at 8.33 µM; Q8NER1; TRPV1-expressing cells, Fluo-8 calcium influx, agonist mode; AID 540275; 0.19% of 320,000 active; in the data active = activation above about 80%; inconclusive = between about 30% and that limit; also: 0% is about no effect
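TRPV1-expressing cells were cultured overnight at 35.5C and loaded with Fluo-8 calcium dye for 40 to 90 min at room temperature. After a 10 s baseline, compound was added and calcium influx was read kinetically for 3 min (ex 480/em 520 nm).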
CXXC DNA block – inhibitors of human MLL CXXC domain-DNA interaction | MLL-CXXC / FITC-HOXA9 DNA fluorescence polarization | Potency, µM (doses to about 115 µM), for inactives: at the top dose activity change, negative = inhibition, hits mostly inhibitors | 0.037% of 290,000 active; active = well fitted inhibition curve with a large enough effect in the polarisation, with a control signal flat, not every such curve was filed as active; inconclusive = small, poorly fitted or top-dose-only effect, or effect the other way, or a change in a side signal; inactive = no such curve, though single readings can be large or run the other way; the % refers to the polarisation; also: potency is read from the fitted curve at half-maximal effect
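Steps: dispense CXXC domain solution (7 uM) → pin compounds or unlabeled HOX-A9 DNA control → 5 min ambient → add FLSN-HOX-A9 solution (50 nM) → spin → 30 min ambient → fluorescence polarization. Tris pH 7.5/NaCl/DTT/BSA buffer.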
TCR act – T cell receptor activation; primary human leukocytes, anti-CD3, IL-2 HTRF, 48 h; Potency, µM (top dose mostly 9.22 µM), for inactives: at the highest dose activation of IL-2 secretion, hits mostly activators; 330,000 tested, under 10 active; also: % of control where 0% means no effect
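Primary human leukocytes receive a-CD3 beads and test compound and are incubated 48 hr. Secreted IL-2 is then assayed by HTRF, measuring 665nm acceptor emission after 320nm excitation of the europium donor.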
PTAP TSG101 blk – blocks PTAP/TSG101 interaction to inhibit HIV-1 budding; Potency, µM (top dose mostly 115 µM), for inactives: at the top dose activity change, negative = inhibition, hits mostly inhibitors; AID 493005; Q99816; Fluorescence polarization, FITC-PTAP peptide / Tsg101 binding; 340,000 tested, under 10 active; active = well fitted inhibition curve with a large enough effect in the main read-out, with a control signal flat, not every such curve was filed as active; inconclusive = small, poorly fitted or top-dose-only effect, or effect the other way, or a change in a side signal; inactive = no such curve, though single readings can be large or run the other way; also: potency is read from the fitted curve at half-maximal effect; % of control where 0% means no effect
Target sequence (Q99816 whole entry, looked up): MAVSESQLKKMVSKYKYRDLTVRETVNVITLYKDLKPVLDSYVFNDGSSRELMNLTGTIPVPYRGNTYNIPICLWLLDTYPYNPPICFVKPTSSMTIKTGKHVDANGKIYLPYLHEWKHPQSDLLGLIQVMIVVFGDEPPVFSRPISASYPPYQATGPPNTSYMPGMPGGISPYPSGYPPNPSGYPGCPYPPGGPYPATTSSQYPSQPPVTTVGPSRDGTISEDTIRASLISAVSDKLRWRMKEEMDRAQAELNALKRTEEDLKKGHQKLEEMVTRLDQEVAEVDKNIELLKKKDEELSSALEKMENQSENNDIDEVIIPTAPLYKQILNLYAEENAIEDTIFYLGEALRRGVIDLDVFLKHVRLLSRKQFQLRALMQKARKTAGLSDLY
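Fluorescence polarization binding of Tsg101 binding domain (10 uM final) to FITC-labeled PTAP peptide (50 nM final) in HEPES pH 7.5 buffer with NaCl, Tween 20, EDTA, TCEP. Compounds added before peptide; binding 20 min at RT.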
* hit, by the source's call; ? = inconclusive; . = not tested or not shown; [ ] = remark or other dose. Unless noted, calls follow the shape of the dose curve; as a rule, active = well fitted curve in the direction sought with a large enough effect; inconclusive = small, poorly fitted or top-dose-only effect, or another doubt; inactive = no such curve, though single readings can be large; an effect the other way counts as inactive or inconclusive.

entry	canonical_smiles	p53 reactivator	ELG1 DNA repair	A-T KAP1 phos	B2AR arrestin	Integrin act MD	BRCA1 expr up	TRPV1 ag	CXXC DNA block	TCR act	PTAP TSG101 blk
1	O=C(O)c1nccnc1C(=O)Nc1ccccc1N1CCOCC1	1%	6%	-2%	0.4%	22%	0%	-2	-20%	1%	-1%
2	O=C(CN1CCOCC1)Nc1ccc(NC(=O)c2ccccc2F)cc1	-1%	6%	1%	-0.6%	?	23%	-1	5%	-1%	0%
3	COc1ccc(-c2cc3ccccc3oc2=O)cc1NC(=O)c1ccc(Br)o1	16%	?	7%	0.3%	6%	36%	-1	47%[activator]	-1%	-1%
4	CCOc1ccccc1NC(=S)N1CCN(c2nc(-c3cccc(OC)c3)cs2)CC1	9%	?	3%	0.3%	10%	-13%	0	17%	0%	1%
5	Nc1ccc2nc3c(=O)[nH]c(=S)[nH]c3nc2c1	12%	8%	-5%	-0.6%	25%	14%	28	?	7%	?
6	COc1ccc(/C=N/NC(=O)c2cc[n+]([O-])cc2)cc1OC	-2%	1%	-5%	-0.4%	-15%	4%	0	2%	0%	-1%
7	COc1ccc(S(=O)(=O)N/N=C\c2ccc(OC)c(COc3ccc(C)cc3[N+](=O)[O-])c2)cc1	9%	?	1%	3.0%	-27%	-47%	-5	1%	12%[46.1 µM]	-7%
8	O=C(CSc1ncc(C(F)(F)F)cc1Cl)N1CCNC1=O	-2%	?	14%	0.3%	1%	17%	.	.	-7%	-6%
9	CC(OC(=O)Cc1ccc(Cl)cc1)C(=O)NC1CCCCC1C (stereo not given)	5%	18%	4%	-0.6%	-8%	-6%	22	.	-5%	-2%
10	CCC1CCCCN1C(=O)Cn1c(=O)n(CCC(=O)NCc2ccco2)c(=O)c2sccc21 (stereo not given)	24%	-5%	1%	-0.9%	6%	-3%	-4	9%	-7%	0%
11	Cc1ccc(OCCOCCN2CCCCC2)c([N+](=O)[O-])c1	6%	-20%	-4%	-0.2%	-51%[inhibitor]	-6%	2	-3%	.	-1%
12	CN1CCN(c2ccc(Nc3ccnc4cc(Cl)ccc34)cc2)CC1	.	-15%	-1%	0.1%	-49%[inhibitor]	0%	12	-12%	5%	-1%
13	CCOc1ccc(NC(=O)CSc2ccc(-c3ccccn3)nn2)cc1	0%	?	-2%	-0.4%	-11%	-26%	3	7%	-8%[46.1 µM]	-1%
14	COc1ccc(NC(=S)N/C(=N/S(=O)(=O)c2ccc(C)cc2)c2ccccc2)cc1	7%	?	1%	-0.1%	0%	?	3	-2%	-1%	-3%
15	O=C1NC2(CCCCCC2)C(=O)N1Cc1cccc([N+](=O)[O-])c1	1%	-31%	45%	0.2%	?	-3%	-5	9%	2%	-5%
16	O=C(COc1ccc(F)cc1)N(Cc1ccco1)C1CCS(=O)(=O)C1 (stereo not given)	19%	0%	-4%	0.2%	22%	10%	1	3%	12%	0%
17	CN(c1ccccc1)S(=O)(=O)c1ccc2ccccc2c1	-11%	5%	4%	-0.2%	-6%	21%	4	0%	7%	-1%
18	N#CCCN1CCN(Cn2c3ccccc3c3ccccc32)CC1	-7%	1%	6%	-0.3%	13%	1%	-3	-1%	-4%	-6%
19	c1ccc(CN2CCN(c3nc4ccccc4s3)CC2)cc1	?	?	-3%	0.4%	23%	?	24	13%	-3%	-1%
20	COC(=O)Oc1cncc(C(=O)O)c1	-17%	12%	-1%	0.0%	5%	11%	-1	8%	-3%	-1%
21	CC(C)(C)c1ccc(/C=C/C(=O)NCCCn2ccnc2)cc1	?	3%	-10%	0.2%	-6%	-2%	?	4%	3%	-1%
22	C=C1CC(Cn2cc(Br)c(=O)[nH]c2=O)(c2ccc(-c3ccccc3)cc2)OC1=O (stereo not given)	.	.	.	.	-55%[inhibitor]	-99%	.	.	7%	-1%
23	Cc1ccc(-n2nc(C)c3c(C)c(CCC(=O)NCCCOC(C)C)c(C)nc32)cc1	-2%	-5%	0%	-0.2%	-52%[inhibitor]	-25%	?	6%	-13%	-7%
24	CCCOc1ccc(C(=O)N2CCCC2C(=O)O)cc1 (stereo not given)	1%	9%	9%	0.5%	5%	-1%	0	-1%	-1%	-1%
25	CCOC(=O)[C@@H]1[C@H]2COc3ccccc3[C@H]2N2C(=O)N(c3ccccc3)C(=O)[C@]12C	.	?	35%	-0.9%	12%	18%	2	-3%	8%	-4%
26	Cn1c(SCC(=O)NC(=O)Cc2ccccc2)nnc1-c1ccc(F)cc1	1%	3%	10%	-0.2%	-14%	-5%	.	.	0%[46.1 µM]	-2%
27	Clc1cc(Br)ccc1OCCOCCN1CCCC1	-1%	-1%	1%	-0.7%	-60%[inhibitor]	-15%	2	9%	-3%	-3%
28	COc1ccc(Br)cc1CNC(=O)Cc1c(C(=O)O)[nH]c2ccc(Cl)cc12	-5%	2%	4%	0.2%	-4%	-18%	0	-3%	1%	-3%
29	S=c1[nH]nc(-c2cccc(Cl)c2)n1/N=C/c1ccc(-c2ccccc2Br)o1	-1%	?	-4%	-0.3%	-21%	-28%	1	-15%	3%	2%
30	CCN1CCN(C(=O)C2CCN(c3nnc(-n4c(C)ccc4C)s3)CC2)CC1	.	12%	-10%	-0.8%	-3%	-27%	1	.	-1%	1%
31	COc1ccc(-c2nnn(CC(=O)N(CCCO)C(C(=O)NC3CCCC3)c3ccncc3)n2)cc1 (stereo not given)	-2%	-5%	-1%	-0.2%	6%	-20%	1	-5%	2%	-1%
32	CC(C)c1nc2sc3c(=O)[nH]cnc3c2c2c1CCC2	-3%	6%	9%	0.2%	3%	39%	-1	?	2%[46.1 µM]	-3%
33	Cn1c(-c2ccc(C(C)(C)C)cc2)n[nH]c1=S	24%	?	-13%	0.2%	22%	20µM*	29	-7%	-5%	-3%
34	O=C(N/N=C/c1ccc(O)cc1)c1ccncc1	8%	2%	50%	0.0%	3%	-28%	0	19%	-1%	0%
35	CN(C)c1ccc(N=Nc2ccccc2Br)cc1	?	?	5%	-0.9%	34%	-20%	2	9%	4%	-7%
36	CCc1ccc(CN(C)C(C)C(=O)Nc2ccc(S(=O)(=O)N3CCCC3)cc2)cc1 (stereo not given)	0%	-27%	3%	-0.4%	-34%	-50%	-1	.	-2%	0%
37	Cc1ccc(Nc2nc(N)nc(CN3CCC(C)CC3)n2)c(C)c1	.	.	.	.	15%	3%	.	.	2%	-16%
38	N#CC(CCc1ccc([N+](=O)[O-])cc1)(CCc1ccc([N+](=O)[O-])cc1)C(N)=O	.	.	.	.	-51%[inhibitor]	-61%	.	.	2%	-24%
39	COc1ccccc1C1=NOC(COc2ccc3c(C)cc(=O)oc3c2)C1 (stereo not given)	3%	-11%	4%	-0.8%	-10%	-29%	-3	-5%	-5%	-4%
40	Cc1nn(C(=O)c2ccco2)c(C)c1Sc1ccccc1	-5%	-3%	4%	-0.6%	-8%	3%	15	-2%	5%	1%
41	Cc1ccc(C(=O)Nc2ncc([N+](=O)[O-])s2)cc1	.	?	2%	-0.6%	23%	?	17	-10%	-1%	-5%
42	COc1ccc(N(C=O)C(C(=O)Nc2c(C)cccc2C)c2ccccc2)cc1 (stereo not given)	.	.	.	.	43%	4%	.	.	2%	0%
43	CCOC(=O)N1CCC(N2CC34C=CC(O3)C(C(=O)Nc3ccc(C)cc3)C4C2=O)CC1 (stereo not given)	2%	18%	-27%	0.3%	11%	7%	.	8%	11%	-1%
44	O=C(c1cn(-c2ccccc2)nc1-c1ccc(Cl)cc1)N1CCOCC1	-4%	-5%	7%	-0.8%	30%	7%	?	0%	-1%[46.1 µM]	-1%
45	Cc1nc2ccc(NC(=S)N3CCC(C)CC3)cc2nc1C	14%	-15%	2%	0.5%	-14%	-4%	11	3%	.	-5%
46	COc1ccc(NC2CCCN(C(=O)c3csc(C(C)C)n3)C2)cc1OC (stereo not given)	3%	-10%	0%	0.2%	-3%	-12%	3	-3%	5%	2%
47	Cn1c2ccccc2c2cc(/C=C(\NC(=O)c3ccccc3)C(=O)NCC(=O)O)ccc21	-3%	9%	-9%	-0.5%	19%	-6%	3	?	-1%	-2%
48	COc1ccc(/C=C(\NC(=O)c2ccc(C)cc2)C(=O)N2CCCCC2)cc1	-3%	-12%	6%	-0.1%	-1%	2%	0	6%	-3%	-5%
49	COc1ccc2oc(C(=O)OCC(=O)Nc3ccccc3)c(C)c2c1	10%	10%	8%	2.5%	-4%	-11%	4	1%	5%	-3%
50	CC(OC(=O)C12CC3CC(CC(O)(C3)C1)C2)C(N)=O (stereo not given)	4%	9%	-4%	-0.3%	11%	-7%	-3	2%	-1%	0%
